From PubChem BioAssay
Epigenetic reg: epigenetic control regulation, reporter derepression. Potency, µM (doses to about 53.9 µM), without a hit: top-dose GFP activation, actives largely listed as activators. 280,000 tested, 0.2% active. murine LDR cells, GFP reporter derepression, 30 h; also: potency is read from the fitted curve at half-maximal effect; % of control where 0% means no effect; nearly all actives have a fitted effect of over 60% in size
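In this reporter-derepression format, murine cells bearing a silenced integrated CMV-GFP locus incubate with test compound (30 h, 37 C), then are washed and imaged; fluorescent objects of 20–120 um count as induced cells.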
TexasRed fluor: Texas Red fluorescence interference in TRb-SRC2 counter-screen; TRb/SRC2 Texas Red total fluorescence interference; Potency, µM (highest dose often 106 µM), inactives show at the highest dose fluorescence change, negative = quenching; 280,000 tested, 0.29% active; AID 1479; active = well fitted curve in either direction with a large enough effect; inconclusive = small, poorly fitted or top-dose-only effect; also: potency is read from the fitted curve at half-maximal effect; % is scaled to controls: 0 for no effect and ±100 for the full control effect
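Human TRb ligand-binding domain at 0.6 uM with 20 nM Texas Red SRC2 peptide in Tris buffer containing 1 uM T3 and 5% DMSO, incubated with compound 5 h at ambient temperature. Total fluorescence (555/632 nm) calculated as parallel + 2 × perpendicular.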
TRb SRC2 PPI: TRbeta-SRC2 interaction inhibition; TRbeta-SRC2 peptide binding, fluorescence polarization; receptor liganded with 1 µM T3; 280,000 tested, 0.065% active; Potency, µM (highest dose often 106 µM), for the others: at the top dose activity change, negative = inhibition, actives largely listed as inhibitors;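 also: potency is read from the fitted curve at half-maximal effect; plate controls were bound peptide for no effect and peptide without receptor for full effect; nearly all actives have a fitted effect of over 50% in size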
Target sequence (P10828 whole entry, looked up): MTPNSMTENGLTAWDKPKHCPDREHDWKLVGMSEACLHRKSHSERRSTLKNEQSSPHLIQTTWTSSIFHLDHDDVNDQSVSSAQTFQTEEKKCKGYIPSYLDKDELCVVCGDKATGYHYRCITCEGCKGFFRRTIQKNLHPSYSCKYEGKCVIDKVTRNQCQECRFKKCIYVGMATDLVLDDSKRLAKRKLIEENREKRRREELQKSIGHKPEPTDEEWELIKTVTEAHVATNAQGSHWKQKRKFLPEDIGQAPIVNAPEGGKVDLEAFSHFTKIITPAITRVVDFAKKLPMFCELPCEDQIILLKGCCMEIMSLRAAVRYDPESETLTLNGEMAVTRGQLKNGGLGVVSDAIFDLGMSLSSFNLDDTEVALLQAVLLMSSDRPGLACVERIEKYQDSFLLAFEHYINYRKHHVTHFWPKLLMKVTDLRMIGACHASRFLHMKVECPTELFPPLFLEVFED
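Decrease in fluorescence polarization of 20 nM Texas Red SRC2 coactivator peptide flagged inhibition of its binding to 0.6 uM TRb LBD; 1 uM T3 included, incubation 5 hr, ex 555/em 632 nm.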
Tau fluor cs: counter-screen for tau fibril formation inhibitors; Potency, µM (doses to about 57.7 µM), for the others: at the top dose activity change, negative = decrease; 280,000 tested, 0.93% active; tau K18 P301L (four-repeat tau fragment) Alexa594 fluorescence, heparin fibrillization; AID 1463; also: potency is read from the fitted curve at half-maximal effect; % is scaled to controls: 0 for no effect and ±100 for the full control effect; nearly all actives have a fitted effect of over 55% in size
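Human K18 P301L tau (15 uM unlabeled plus 0.24 uM Alexa 594-labeled, final) in 100 mM sodium acetate pH 7 was mixed with compound and 20 uM heparin and incubated 6 hr at 37 C.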
Tau FP inhib: blocks human tau fibril formation measured by polarization. K18 P301L tau heparin fibrillization, Alexa594 FP, 6 h. Potency, µM (highest dose often 57.7 µM), inactives show at the highest dose activity, negative = inhibition, most hits filed as inhibitors. 280,000 tested, 0.39% active. AID 1468; also: potency is read from the fitted curve at half-maximal effect; % is scaled to controls: 0 for no effect and ±100 for the full control effect; nearly all actives have a fitted effect of over 55% in size
Target sequence (P10636 561-689 P618L limits assumed): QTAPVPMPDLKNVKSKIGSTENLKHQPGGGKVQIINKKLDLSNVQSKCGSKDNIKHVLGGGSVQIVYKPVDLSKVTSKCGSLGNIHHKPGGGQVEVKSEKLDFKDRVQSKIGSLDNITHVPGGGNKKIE
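Quantitative HTS format: compounds meet 15 uM recombinant K18 P301L tau and Alexa 594-tau tracer in 100 mM sodium acetate pH 7; 20 uM heparin triggers fibrillization at 37 C over 6 hr; FP gives the signal.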
aGal spleen mod: alpha-galactosidase A (human) modulation; Potency, µM (series often up to 80 µM), inactives show at the top dose activity change, negative = inhibition, actives largely listed as inhibitors; human spleen homogenate, 4MU-alpha-Gal fluorescence, 40 min; P06280; 240,000 tested, 0.008% active;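 also: potency is read from the fitted curve at half-maximal effect; 0% = enzyme with vehicle and -100% = no enzyme basal signal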
Target sequence (P06280 32-429 limits assumed): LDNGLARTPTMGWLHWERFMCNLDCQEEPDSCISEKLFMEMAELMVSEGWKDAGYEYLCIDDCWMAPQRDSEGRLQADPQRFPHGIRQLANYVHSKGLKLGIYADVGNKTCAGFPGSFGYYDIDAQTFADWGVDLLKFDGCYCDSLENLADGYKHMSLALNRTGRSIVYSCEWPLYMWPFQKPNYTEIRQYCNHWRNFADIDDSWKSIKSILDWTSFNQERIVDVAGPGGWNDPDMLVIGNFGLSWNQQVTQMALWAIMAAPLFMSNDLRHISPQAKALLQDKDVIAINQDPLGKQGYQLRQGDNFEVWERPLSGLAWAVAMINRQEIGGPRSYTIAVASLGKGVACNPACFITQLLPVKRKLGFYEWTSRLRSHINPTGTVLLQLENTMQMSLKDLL
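Inhibition or activation of alpha-galactosidase in human spleen homogenate is scored by 4-MU fluorescence after 40 min at 37C, pH 5.0, with 1 mM substrate. AC50s come from concentration-response fitted to the Hill equation.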
CBFb RUNX1 block: blocks binding between human CBF-beta and RUNX1; Q01196+Q13951; AlphaScreen CBFb-His/RUNX1-biotin binding, biochemical; Potency, µM (top dose mostly 59.8 µM), for the others: at the highest dose activity, negative = inhibition, most hits filed as inhibitors; 230,000 tested, under 10 active; also: % of control where 0% means no effect
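His-tagged CBF-beta and biotinylated RUNX1 (30 nM each) were premixed 20 min at room temperature, exposed to compound for 15 min, then given nickel-chelate and streptavidin AlphaScreen beads (50 ng each). After 90 min, AlphaScreen signal was read.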
NPSR antagonist: antagonists of human neuropeptide S receptor cAMP signaling. Q6W5P4. CHO-NPSR cells, cAMP TR-FRET, antagonist mode. Potency, µM (doses to about 38.3 µM), for inactives: at the top dose activity change, negative = inhibition, hits mostly inhibitors. 220,000 tested, 1% active. AID 1461; also: potency is read from the fitted curve at half-maximal effect; % is scaled to controls: 0 for no effect and ±100 for the full control effect; nearly all actives have a fitted effect of over 50% in size; many of its hits are not listed in these tables
Active calls of the source: *; u = inconclusive; x = not tested or not shown; & = joins results of further samples; [ ] = dose if it differs, or a comment. Unless noted, calls follow the shape of the dose curve; as a rule, active = well fitted curve in the direction sought with a large enough effect; inconclusive = small, poorly fitted or top-dose-only effect, or another doubt; inactive = no such curve, though single readings can be large; an effect the other way counts as inactive or inconclusive.

nr	smiles	TexasRed fluor	Tau fluor cs	Epigenetic reg	CBFb RUNX1 block	NPSR antagonist	TRb SRC2 PPI	Tau FP inhib	aGal spleen mod
1	COc1cc(OC)c(NC(=O)c2cccc(F)c2)cc1Cl	-1%	-12%	0.9%	4%	-10%	2%	-7%	-5%
2	CN1CCc2nc(SCCOc3ccccc3)c(C#N)cc2C1	-1%	u	0.0%	9%	-2%[46.1 µM]	-3%	-12%	-11%
3	CCOC(=O)c1c(NC(=O)c2nc3n(n2)C(C(F)F)CC(C)N3)sc2c1CCCC2 (stereo not given)	-3%	-6%	-0.9%	5%	-27%[46.1 µM]	-7%	-14%	3%
4	Cc1ccnc(NC(=O)CSc2ccccn2)c1	-1%	-4%	-1.7%	4%	-6%	6%	-3%	10%
5	COCCn1c(SCc2ccccc2Cl)nc2c1c(=O)[nH]c(=O)n2C	1%	-6%	2.4%	16%	-6%[46.1 µM]	2%	2%	2%
6	Cc1cccc(NC(=O)Nc2cccs2)c1C	-5%	-20%	0.0%	x	x	0%	7%	x
7	COc1ccccc1C(=O)Nc1nc2cc3c(cc2s1)OCCO3	-3%	-11%	1.1%	2%	31%	-7%	-10%	13%
8	CCCCCCCCCCCCC/C=C/[C@@H](O)[C@H](CO)N(C)C	-2%&-1%	-6%&-9%	0.0%&-0.1%	1%&-8%	x	-10%&-1%	-3%&7%	0%&-17%
9	OCC1CCCN(c2nc(CN3CCCCC3)nc3scc(-c4ccccc4)c23)C1 (stereo not given)	-2%	0%	1.0%	10%	14%	-2%	9%	-6%
10	COc1ccc(OC)c(S(=O)(=O)N2Cc3ccccc3CC2C(=O)Nc2ccc(Cl)cc2)c1 (stereo not given)	-26%	u	9.3%	x	x	-5%	-15%	x
11	Cc1ccc(CCNC(=O)CN(c2ccc(C)cc2)S(=O)(=O)c2c(C)noc2C)cc1	0%	-17%	-1.0%	x	x	3%	-6%	x
12	COC(=O)c1ccc(C)c(NS(=O)(=O)c2ccc(OC)c(OC)c2)c1	-1%	-5%	-1.1%	-2%	-7%[46.1 µM]	-6%	-5%	-7%
13	COC(=O)[C@@]1(Cc2ccc(OC)cc2)[C@H]2c3cc(C(=O)N4CCCC4)n(CCN4CCOCC4)c3C[C@H]2CN1C(=O)c1ccccc1	-5%	-2%	14%	2%	x	-1%	2%	3%
14	CCOc1nc(NC(=O)NS(=O)(=O)c2ccccc2F)nc(-c2ccccc2)n1	-1%	3%	-7.8%	-2%	28%	-5%	u	-14%
15	COc1cc(OC)cc(C(=O)Nc2ncc3c(n2)CC(C)(C)CC3=O)c1	-1%	-5%	1.5%	6%	-23%[46.1 µM]	3%	-5%	-13%
16	CCN1CCN(Cc2ccc(NC(=O)c3cc(NC(=O)c4cc5cccc(OC)c5o4)cc(OC)c3)cc2C(F)(F)F)CC1	0%	u	-4.5%	15%	-48%	3%	u	1%
17	CCc1ccc(NC(=O)CSc2nc3c([nH]c4ccccc43)c(=O)n2C)cc1	-5%	u	4.2%	x	x	1%	0%	x
18	COCCCNC(=O)C1CCCN(c2nn3cc(-c4ccc(C)cc4)nc3s2)C1 (stereo not given)	5%	-24%	-2.1%	x	x	1%	2%	x
19	CCn1cc(C(=O)Nc2ccc(C(C)C)cc2)c2cc(OC)c(OC)cc2c1=O	0%	u	-1.3%	x	x	3%	6%	x
20	O=C(Nc1nc(-c2cccs2)c(C(=O)C(F)(F)F)s1)c1ccccc1	-4%	u	1.2%	9%[2.36 µM]	-37%	2%	-11%	0%
21	COc1ccccc1NC(=O)C(=O)Nc1ccccn1	0%	-6%	0.1%	-13%	-17%[46.1 µM]	-16%	0%	6%
22	COc1cccc2c1cc1c(=O)n(CC(=O)N3CCC(C)CC3)nc(C)n12	-12%	5%	0.8%	x	x	-1%	3%	x
23	COc1ccc(-n2c(Cc3cccn3C)nnc2SCC(=O)Nc2ccccc2)cc1	4%	-12%	0.8%	-22%	-27%[46.1 µM]	1%	-10%	-1%
24	C=CCNCc1cccn1-c1sc2c(c1C#N)CCCC2	-2%	0%	1.7%	-11%	-1%[46.1 µM]	-5%	11%	2%
25	CCCCN1C(=O)N(c2nnc(C(C)(C)C)s2)C(O)C1c1ccc(C)cc1 (stereo not given)	-8%	-12%	-0.3%	-4%	15%	-3%	4%	-7%
26	O=C(NNS(=O)(=O)c1ccc(C(F)(F)F)cc1)c1cnn(-c2ccccc2)c1C(F)(F)F	-1%	-18%	-3.6%	2%	19%	3%	-2%	-2%
27	Cc1ccc(-c2csc(NC(=S)NC(=O)c3cccs3)n2)cc1	1%	-23%	-1.9%	-4%	-4%	9%	-9%	-14%
28	O=C(C1CCC1)N1CCN(Cc2ccccc2)CC1	-2%	6%	0.4%	5%	-9%[46.1 µM]	-12%	5%	12%
29	Cc1cc(-n2cnc3c(=O)[nH]cnc32)ccc1N	-2%	-8%	1.3%	11%	-20%	-3%	-1%	-7%
30	Cn1cc(CN2CCN(Cc3ccc4c(c3)OCO4)CC2)c(-c2ccccc2F)n1	-4%	-8%	0.0%	9%	-7%	5%	1%	-6%

Some of the entries so far, field by field:
[27] Cc1ccc(-c2csc(NC(=S)NC(=O)c3cccs3)n2)cc1
  TexasRed fluor: 1%	Tau fluor cs: -23%	Epigenetic reg: -1.9%	CBFb RUNX1 block: -4%	NPSR antagonist: -4%	TRb SRC2 PPI: 9%	Tau FP inhib: -9%	aGal spleen mod: -14%
[29] Cc1cc(-n2cnc3c(=O)[nH]cnc32)ccc1N
  TexasRed fluor: -2%	Tau fluor cs: -8%	Epigenetic reg: 1.3%	CBFb RUNX1 block: 11%	NPSR antagonist: -20%	TRb SRC2 PPI: -3%	Tau FP inhib: -1%	aGal spleen mod: -7%

More compounds follow:
nr	smiles	TexasRed fluor	Tau fluor cs	Epigenetic reg	CBFb RUNX1 block	NPSR antagonist	TRb SRC2 PPI	Tau FP inhib	aGal spleen mod
31	Cc1ccc(S(=O)(=O)N2CCN(C(=O)N(C)C)CC2)cc1	-3%	-4%	2.4%	1%	10%	1%	-7%	3%
32	Cc1ccc(CNC(=O)CN2C(=O)COc3ccc(C)cc32)cc1	-2%	0%	-0.6%	4%	-8%[46.1 µM]	-10%	2%	2%
33	CC(C)c1ccc(NC(=O)CSC2=Nc3ccccc3C3=NC(CCC(=O)NCc4ccco4)C(=O)N23)cc1 (stereo not given)	0%	-5%	9.1%	x	x	6%	3%	x
34	COC(=O)c1ccccc1NC(=O)CSc1nc2ccccc2nc1Cc1ccccc1OC	2%	-13%	8.6%	x	x	5%	-15%	x
35	COc1cc(/C=C2/NC(=O)N(CC(=O)Nc3ccc(C)cc3)C2=O)ccc1Oc1ccc([N+](=O)[O-])cn1	-2%	-19%	2.2%	-2%	7%	3%	-4%	3%
36	CCCCn1nc2cc(C(=O)NCC34CC5CC(CC(C5)C3)C4)ccc2c1OC	-2%	-10%	-1.1%	-4%	-26%[46.1 µM]	-9%	-3%	-10%
37	Cc1ccccc1CCNC(=O)c1ccc(NC(=O)N2CC(C)Sc3ccccc32)cc1 (stereo not given)	-3%	-9%	2.7%	x	x	-2%	u	x
38	O=C(Nc1cccc(S(=O)(=O)C(F)F)c1)c1ccc(S(=O)(=O)N2CCCCC2)cc1	-1%	u	-0.4%	2%	-33%	2%	u	0%
39	CCCc1cc(N2CCN(C(=O)c3ccco3)CC2)n2c(nc3ccccc32)c1C#N	0%	-9%	8.8%	15%	u	8%	1%	5%
40	Cc1cc(Cl)ccc1OCCCC(=O)N/N=C/c1cccc([N+](=O)[O-])c1	0%	-2%	-1.1%	14%	-39%	3%	3%	-5%
41	Cc1cccc(N)c1SC1CCCCC1O (stereo not given)	-1%	-18%	0.0%	3%	-9%[46.1 µM]	4%	6%	3%
42	Cc1ccc2c(c1)NC(=O)c1cccnc1O2	2%	5%	-3.2%	x	x	-9%	-4%	x
43	O=S(=O)(c1ccccc1)c1nc(-c2ccco2)oc1NCc1ccccc1	3%	-24%	1.3%	-13%	-14%[46.1 µM]	4%	1%	10%
44	CC(Sc1ccc(Cl)cc1)C(=O)Nc1ccc(S(=O)(=O)N2CCOCC2)cc1 (stereo not given)	0%	u	-0.4%	3%	-22%[46.1 µM]	-2%	u	7%
45	CCOC(=O)Cc1csc(NC(=O)CSc2nnc(-c3ccc(C)cc3)o2)n1	-1%	3%	-1.1%	-2%	-4%[46.1 µM]	1%	7%	5%
46	CCc1nnc2n1N=C(c1cccc([N+](=O)[O-])c1)CS2	-10%	1%	4.1%	6%	4%	-7%	6%	-1%
47	CC(C)c1nc2oc3c(NCc4cccnc4)ncnc3c2c2c1CCC2	2%	-4%	2.8%	-3%	-22%[46.1 µM]	-2%	-6%	-21%
48	CN1CCN(C(=O)Cn2c(-c3cccs3)cc3ccccc32)CC1	-7%	-8%	-1.2%	x	x	1%	-2%	x
49	Cc1ccc(C(=O)n2nc(C)c(S(=O)(=O)N3CCCCCC3)c2C)cc1C	-2%	-4%	-1.7%	x	x	2%	5%	x
50	COCCNC(=O)C(c1cccs1)N(C(=O)Cn1nnc2ccccc21)c1ccc(OC)cc1 (stereo not given)	-2%	5%	-1.2%	0%	u	-13%	2%	8%
51	Cc1cc(N2CCN(C)CC2)nc2ccc(NC(=O)c3ccccc3F)cc12	1%&-3%	u	-2.2%&-1.3%	-1%	-14%	8%&0%	-2%&1%	3%
52	COc1ccccc1N1CCN(CC(O)COc2ccc3c(C)cc(=O)oc3c2)CC1 (stereo not given)	-2%	-4%	0.1%	-4%	-8%[46.1 µM]	7%	3%	2%
53	CCC(C)C(NC(=O)[C@@H](NC(=O)c1ccccc1F)C(C)C)C(=O)OC (stereo not given in full)	-1%	-9%	-7.3%	5%	-9%[46.1 µM]	8%	0%	-1%
54	CN(C)CCCOc1cccc(Cl)c1	0%	3%	0.1%	7%	9%	-3%	7%	2%
55	CC1=NN(C(=O)Cn2ccc([N+](=O)[O-])n2)C(O)(C(F)(F)F)C1 (stereo not given)	0%	5%	u	-1%	12%	-7%	2%	0%

These rows are one share of the data; the hit share may differ from the screen's.
